# Bioassay records as filed in PubChem BioAssay.
# GSIS activator = primary screen for activators of insulin secretion dependent on glucose, INS-1E cells, GLuc reporter luminescence. hit rate 0.61% among 370,000. activation, % at 16.6 µM. AID 743287. INS-1E GLuc reporter insulin secretion, 2-3 h;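 active = lowest replicate activation of at least 40%, so every replicate reaches that level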;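 also: 0% = median of neutral control wells and 100% = median of IBMX positive control wells; some compounds called inactive have numbers as strong as hits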
# LGR2 inh = blocks bursicon-induced cAMP signaling via Drosophila LGR2 | HEK293 LGR2, CRE-luciferase, bursicon-stimulated, 4 h | inhibition, % at 9.99 µM | AID 720647 | hit rate 0.35% among 380,000;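 active = drop in luminescence signal, shown as inhibition above about 50% in the replicate tests, limit read from the data, passing the limit was not always enough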;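 also: agonist challenge used bursicon conditioned medium at about half maximal strength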
# ARNT-TACC3 inh = disrupts binding between human ARNT and TACC3. Q9Y6A5. hit rate 0.66% among 390,000. inhibition, % at 9.99 µM. AlphaScreen His-ARNT PAS-B/GST-TACC3 binding, luminescence; TACC3 fragment carries E629A point mutation. AID 623870;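 active = mean inhibition of replicates at least 50% and at least half of replicates each reaching 50%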;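 also: 0% = complete ARNT plus TACC3 wells and 100% = ARNT alone without TACC3; many hits fall short of the cut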
# Cneo AK release = Cryptococcus neoformans lysis via adenylate kinase release. hit rate 0.2% among 360,000. lysis activity, % at 15 µM. C. neoformans lysis, adenylate kinase release luminescence, 4 h; normalised: neutral wells 0, clomiphene wells 100. AID 651654;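 active = mean lysis activity across replicates of at least 80%, whatever share of replicates individually reach that level; inactive = mean lysis activity below 80%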
#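 Test system: log-phase Cryptococcus neoformans yeast cells. Input: 5 × 10^6 yeast cells/mL. Medium: fresh YPD growth medium. Doses: single dose. Incubation: static 4 h at 37 °C with compound, 1 h detection. Measured by: luminescent adenylate kinase detection reagent. Read-out: signal increase indicating cell lysis. Benchmarks: Clomiphene.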
# PAX8 inh HTS = PAX8 transcriptional activity inhibition; hit rate 1.2% among 360,000; AID 652154; RMG-I TPO-luciferase reporter, SteadyGlo, 24 h; inhibition, % at 12.6 µM;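 active = mean replicate inhibition at least 60% with every replicate also reaching 60%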;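 also: luciferase light reporting Pax8 driven TPO promoter activity; plate controls were median of neutral control wells for no effect and mitoxantrone controls for full effect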
# PGC1a acetyl inh = lowers PGC1a acetylation signal in U2OS cells. AlphaScreen anti-acetyl-lysine; with virally co-expressed GCN5 acetyltransferase. inhibition, % at 15.6 µM. hit rate 0.17% among 350,000;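 active = every replicate shows inhibition of at least 40%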;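 also: 0% = neutral control wells and 100% = positive control wells; some results beyond the cut were filed as inactive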
# Statin myotox sup = suppressors of simvastatin-induced myotoxicity in C2C12 myotubes; rescue of ATP level, % at 7.49 µM; ATP luminescence, 48 h; scaled: DMSO 0, geranylgeraniol control 100; AID 602340; hit rate 0.78% among 330,000;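 active = mean ATP rescue above about 67%, or every replicate alone reaching that limit, limit read from the data, passing the limit was not always enough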;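 also: myotubes were challenged with 10 µM simvastatin during compound exposure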
# PglD inh = inhibitors of Campylobacter jejuni PglD acetyltransferase. purified PglD enzyme, DTNB colorimetric CoA detection. inhibition, % at 12.5 µM. hit rate 0.098% among 360,000; in the data active = inhibition above about 16%, passing the limit was not always enough; also: strong numbers were not always called active
# * hit, by the source's call; x = not tested or not shown; & = joins results of further samples.
SMILES,GSIS activator,LGR2 inh,ARNT-TACC3 inh,Cneo AK release,PAX8 inh HTS,PGC1a acetyl inh,Statin myotox sup,PglD inh
Cc1noc(C)c1S(=O)(=O)N(C)C[C@@H]1OCc2cnnn2CCCC(=O)N([C@@H](C)CO)C[C@H]1C,-3.5&3.3,4.6,0.8,0.6&1.4,14.0&-15.8,-14.1&-4.7,-5.3&22.3,-4.4&0.4
COc1ccc(Cl)cc1N(CC(=O)NC1CC1)S(=O)(=O)c1ccc(C)c([N+](=O)[O-])c1,8.9,18.6,-5.0,-0.9,-25.9,13.7,2.9,2.8
CCCNC(=O)NC(=O)COc1ccc2oc3ccccc3c2c1,x,x,26.1,2.7,9.0,0.3,3.3,-1.2
CCCCOc1ccc(C(=O)N(CC)CC(=O)NCc2cccs2)cc1,5.7,-23.4,-23.5,3.6,9.0,x,3.1,-3.8
O=C(C[C@@H]1CC[C@H](NC(=O)c2cccc(F)c2)[C@@H](CO)O1)NCCN1CCCC1,3.5,-10.3,0.5,67.5,15.8,9.5,8.4,4.5
N#C[C@H]1[C@H](c2ccc(C3=CCCC3)cc2)[C@H](CO)N1C(=O)C1CC1,-11.3,2.1,-1.5,-10.4,-41.0,-3.7,9.3,1.9
Cc1ccccc1NCC(=O)N/N=C/c1c(C)c(C(=O)c2ccc(Cl)cc2)n2ccccc12,2.2,17.5,1.0,x,4.0,x,x,x
CCOCCCNC(=S)NNC(=O)CCn1nc(C)c(Br)c1C,x,-1.9,-9.5,0.8,x,6.2,0.9,0.4
COc1ccc(C(=O)N2CCN(C(=O)CC(C)C)CC2)cc1OC,x,x,3.6,2.0,x,6.4,-2.2,-0.9
O=C1NCCCC1C(=O)N1CCN(C(=O)c2ccco2)CC1 (stereo unspecified),7.5,-8.7,-11.2,4.0,x,8.2,3.0,4.9
O=C(NNC(=O)c1cccc2ccccc12)c1ccccc1O,-6.4,-15.4,27.9,-1.6,-2.0,-4.3,9.7,1.5
Cc1ccc(C(=O)COC(=O)C2CC(=O)N(c3nc(-c4ccccc4)cs3)C2)cc1 (stereo unspecified),x,x,-5.2,1.7,-14.7,3.8,8.4,-7.0
Cc1cn(C2CCCCC2)c(=O)[nH]c1=O,5.8,-8.3,-4.9,-1.7,-9.7,-0.7,2.8,0.7
CCOC(=O)c1sc2nc(NC(=O)COc3ccccc3)sc2c1C,x,11.6,-5.1,-1.2,-5.0,0.7,-2.6,-1.1
COc1cc(/C=C2/CCc3ccccc3C2=O)cc(OC)c1OC,-8.8,9.7,x,-2.1,x,18.1,-1.8,4.2
COc1ccc(S(=O)(=O)N(C)C[C@@H]2Oc3c(NS(=O)(=O)c4ccccc4)cccc3C(=O)N([C@@H](C)CO)C[C@@H]2C)cc1,-8.0,-7.8,-1.9,-0.2,24.5,1.6,-13.7,4.9
Cc1c(-c2ccc(Br)cc2)nc2ccccn12,6.5,-26.9,-3.5,x,32.1,x,x,x
CC(OC(=O)C1CC1C)C(=O)Nc1ncc(Cl)cc1Cl (stereo unspecified),3.8,6.1,1.1,x,-1.0,5.4,5.3,2.9
COc1cc(-c2noc(-c3ccco3)n2)cc(OC)c1OC,6.8,x,3.6,-0.5,x,-14.4,-13.4,-5.1
O=C(C[C@@H]1C[C@H]2c3cc(NC(=O)NC4CCCC4)ccc3O[C@H]2[C@H](CO)O1)NCc1ccccc1,-6.4,7.7,-11.5,50.6,15.0,-0.6,-7.3,2.5
Cc1ccc(NS(=O)(=O)c2ccc(F)cc2)nc1,-2.6,-11.4,-1.4,2.8,17.4,7.5,-0.2,-1.4
COc1ccc(CCC(=O)NCc2ccc3c(c2)OCO3)cc1,5.1,0.8,4.6,-2.8,8.1,x,33.4,3.1
Cc1noc(C)c1S(=O)(=O)Nc1ccc2c(c1)CC(=O)N([C@H](C)CO)C[C@H](C)[C@@H](CN(C)Cc1ccc(Oc3ccccc3)cc1)O2,-22.9,15.3,25.7,-1.1,28.7,-6.5,15.0,-2.7
COCC(=O)NC[C@H]1[C@@H](c2ccc(C3=CCCC3)cc2)[C@@H](CO)N1C(=O)C1CC1,4.9,-28.8,-6.3,-6.7,5.5,-2.8,-6.8,0.1
CCCNC(=O)N(C)C[C@H]1Oc2cc(C3=CCCC3)ccc2S(=O)(=O)N([C@H](C)CO)C[C@@H]1C,17.9,12.2,11.7,-0.8,-5.6,-3.9,5.2,0.1
C[C@H](CO)N1C[C@H](C)[C@@H](CN(C)S(C)(=O)=O)Oc2ccc(NC(=O)Cc3cn(C)c4ccccc34)cc2CC1=O,9.8,-16.0,-1.0,41.5,-18.4,5.4,5.2,-0.5
O=C(NC1CCCCC1)N(c1ccccc1)c1nnc(-c2cccc([N+](=O)[O-])c2)s1,-1.3,-99.8,x,-0.6,-119.4,3.3,9.5,0.0
C[C@@]12C(=O)Nc3cc(Cl)ccc3C(=O)N1[C@H]1c3cc(Cl)ccc3OC[C@@H]1[C@@H]2c1ccccc1,x,6.3,-1.7,22.3,44.3,x,-15.0,-0.1
Cc1ccc(C)c(NC(=O)CN(C)C(=O)c2ccc3[nH]c4c(c3c2)CC(C)CC4)c1 (stereo unspecified),-39.6,1.3,-9.0,x,3.9,x,x,x
CSc1ccc(C(=O)N2CCC(CCC(=O)NCc3ccc(F)cc3)CC2)cc1,-15.9,6.4,-2.7,2.7,-0.6,-10.7,-2.6,-6.0
CN(C)/C=C/c1onc(-c2c(Cl)cccc2Cl)c1C#N,-17.3,8.8,6.0,x,19.6,x,x,x
O=C(NCc1ccc(Cl)cc1)c1ccc(-c2ccccc2C(F)(F)F)o1,-11.6,8.3,8.0,-3.0,-30.7,x,9.7,2.8
O=C(N/N=C/c1ccco1)c1cc(-c2ccc(Br)s2)[nH]n1,15.0,-22.5,-0.9,x,-9.1,x,x,x
O=S(=O)(c1ccc(SCCOc2cccc(Br)c2)nc1)N1CCCC1,-19.4,12.0,-5.0,-1.0,16.2,-4.2,30.7,3.1
C/C=C/c1ccc([C@@H]2[C@@H](CO)N3C(=O)CN(C(=O)Cc4cccnc4)C[C@@H]23)cc1,14.1,-6.5,x,x,4.1,4.9,x,x
Cc1noc(C)c1NC(=O)NCC[C@H]1CC[C@H](NC(=O)c2ccncc2)[C@@H](CO)O1,4.8,7.6,11.8,46.7,17.5,-13.8,0.4,0.4
O=C(COc1ccc2ccccc2c1Br)N1CCOCC1,x,x,-2.6,0.1,x,14.0,10.6,-2.1
CCOC(=O)c1c(-c2ccc(OC)cc2)csc1/N=C/N(C)C,8.1,5.1,-15.6,x,-1.2,x,x,x
Cc1cccc(C)c1OCC(=O)NCc1nnc(SCC(=O)NC2CCCCC2C)n1C (stereo unspecified),0.4,x,-4.4,-1.6,x,8.2,2.7,7.6
Nc1sc(-c2ccccc2)c(Cc2ccccc2)c1C(=O)O,-11.3,43.8,-2.5,x,-16.1,x,x,x

# Retrieved by compound from the entries so far (2):
SMILES,GSIS activator,LGR2 inh,ARNT-TACC3 inh,Cneo AK release,PAX8 inh HTS,PGC1a acetyl inh,Statin myotox sup,PglD inh
CCOC(=O)c1c(-c2ccc(OC)cc2)csc1/N=C/N(C)C,8.1,5.1,-15.6,x,-1.2,x,x,x
Cc1ccc(C)c(NC(=O)CN(C)C(=O)c2ccc3[nH]c4c(c3c2)CC(C)CC4)c1 (stereo unspecified),-39.6,1.3,-9.0,x,3.9,x,x,x

# (cont.)
SMILES,GSIS activator,LGR2 inh,ARNT-TACC3 inh,Cneo AK release,PAX8 inh HTS,PGC1a acetyl inh,Statin myotox sup,PglD inh
O=C(Cn1cnc2c(nnn2Cc2ccccc2F)c1=O)OCc1ccccc1,-13.4,-5.6,-10.7,-6.5,x,-5.5,10.3,2.8
CC(=O)Nc1ccc2c(c1)nc1n2CCN(C2CCCCC2)C1,-4.3,-7.5,6.3,x,-66.0,x,x,x
CCCCc1nnc(SCC(=O)Nc2nccs2)n1CC,8.7,7.4,-3.5,3.1,-3.4,-2.0,15.7,3.6
CC1CC(=O)Nc2ccccc2N1C(=O)CSc1ncnc2sccc12 (stereo unspecified),x,x,-6.3,1.3,5.3,-8.1,-6.5,-4.4
Cc1ccc(S(=O)(=O)Nc2ccc(S(=O)(=O)NC(C)(C)C)cc2)cc1,x,x,-0.8,-1.6,16.8,-0.5,8.8,4.6
CCOC(=O)c1cnc(-n2nc(C)cc2C)nc1N1CC(C)OC(C)C1 (stereo unspecified),x,x,2.4,7.6,x,7.4,-12.4,-2.4
CCCCCc1c(O)nc(SCC(=O)NCC2CCCO2)[nH]c1=O (stereo unspecified),x,x,-7.2,-1.3,x,7.0,-4.5,-5.1
CS(=O)(=O)N(CC(=O)NCCc1ccccc1)c1cccc([N+](=O)[O-])c1,-0.5,-16.9,-5.0,x,-35.8,-4.5,x,x
O=C(CSc1ncccn1)NC1CCCC1,10.8,8.7,x,-0.5,-14.7,x,6.4,5.6
FC(F)C(F)(F)C1=CC(c2cccs2)=NCCN1,x,x,x,0.2,22.2,12.5,-6.8,7.3
CCOc1ccc(S(=O)(=O)NCc2ccncc2)cc1NC(=O)c1ccccc1,-4.9,14.1,-4.0,x,25.9,x,x,x
CCOC(=O)N1CCC(NC(=O)C2=C(C)C(=O)OC23CCC(C)CC3)CC1 (stereo unspecified),-5.2,8.9,-3.5,4.1,3.5,x,1.6,-1.4
Cc1cccc(OCC(=O)NCC(=O)N/N=C/c2cc(Br)ccc2OCc2ccccc2)c1,-8.2,6.9,-9.1,-2.9,-2.4,1.5,-1.2,0.4
CCOC(=O)C1CCN(C(=O)c2ccc(OCC(=O)Nc3ccc(OCC)cc3)c(OC)c2)CC1,-13.0,9.8,0.2,x,1.9,x,x,x
O=C(C[C@@H]1C=C[C@@H](NC(=O)Nc2cc(F)ccc2F)[C@@H](CO)O1)Nc1ccccc1,7.1,-6.8,1.0,1.7,14.0,-8.7,-38.5,5.3
C[C@H]1CN([C@@H](C)CO)C(=O)c2cccc(NC(=O)Nc3ccc(C(F)(F)F)cc3)c2O[C@@H]1CN(C)Cc1ccc(Oc2ccccc2)cc1,-8.7,24.5,-9.0,59.2,x,2.4,x,3.2
Cc1cc(C)c(S(C)(=O)=O)c(=O)[nH]1,-10.3,0.1,-1.2,x,7.4,5.5,x,x
COc1cccc(/C=N/NC(=O)C(=O)NCc2cccnc2)c1OC,x,x,x,3.9,-3.2,x,4.0,-7.3
COCC#Cc1ccc([C@H]2[C@@H](CO)N3C(=O)CN(C(=O)c4ccncc4)C[C@@H]23)cc1,11.1,-0.8,x,x,-14.0,-7.7,x,x
NC(=S)NN=C1CCCCCCCC1,6.7,-2.7,2.5,x,-1.5,x,x,x
CCN(c1ccccc1)S(=O)(=O)c1ccc(Cl)c(NC(=O)CSc2nnc(C)s2)c1,-15.5,6.6,-0.6,x,-14.5,x,-5.0,x

# Sorted by value in PGC1a acetyl inh (low to high): 3 of the compounds above
SMILES | GSIS activator | LGR2 inh | ARNT-TACC3 inh | PGC1a acetyl inh | PglD inh
Cc1cc(C)c(S(C)(=O)=O)c(=O)[nH]1 | -10.3 | 0.1 | -1.2 | 5.5 | x
CCCCCc1c(O)nc(SCC(=O)NCC2CCCO2)[nH]c1=O (stereo unspecified) | x | x | -7.2 | 7.0 | -5.1
CCOC(=O)c1cnc(-n2nc(C)cc2C)nc1N1CC(C)OC(C)C1 (stereo unspecified) | x | x | 2.4 | 7.4 | -2.4

# Rows were taken by chance (roughly 2.9% active in at least one column).
